STAT1 blocker = inhibitors of IFN-gamma induced STAT1 signaling; NIH 3T3 STAT1-luciferase reporter, luminescence; inhibition, % at 5.5 µM; actives 0.35% (n = 200,000); AID 920;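 active means inhibition above a set limit, the mean inhibition across all tested compounds plus 3 SD, cut at about 34% in these data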;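 further: 0% = IFN-gamma with DMSO and 100% = IFN-gamma with 300 µM nifuroxazide; values of inactives mirror those of a sister screen read the other way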
PPARg SRC2 recr = PPARgamma-driven SRC-2 recruitment agonism. P37231. PPARgamma LBD-SRC-2 recruitment, biochemical. activation, % at 8 µM. actives 0.34% (n = 200,000). AID 1032; in the data active means activation above about 22%;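 further: 0% = vehicle and 100% = reference agonist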
TR-FRET SRC-2 ct = counter-screen for PPARgamma SRC-2 recruitment agonists: TR-FRET artefact; active compounds read high; TR-FRET ratio at 8 µM; actives 0.4% (n = 200,000); AID 1049; in the data active means TR-FRET ratio above about 2000; further: inactives centre near 1500
STAT3 activator = activators of IL-6 induced STAT3 signaling | actives 0.91% (n = 190,000) | U3A cells, IL-6 STAT3-luciferase reporter, luminescence; 100% = signal with IL-6 EC80 alone | activation (% of control), % at 5.6 µM;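 active means activation above the screen-wide mean of compound activation plus 3 SD, cut at about 130% in these data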;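 further: 0% = background luminescence of wells with medium and substrate only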
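Test system: human U3A cells carrying STAT3-luciferase construct; control set: IL-6-only wells as 100% reference; timing: compound pre-incubation 1 h before IL-6, then 6 h stimulation at 37 °C; also added: IL-6 stimulus at 33 ng/mL final; evaluation: % activation versus median of IL-6-stimulated wells; detection: reporter luminescence signal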
PPARg SRC-3 ag = promotes SRC-3 coactivator recruitment by human PPARgamma. P37231. biochemical PPARgamma/SRC-3 coactivator recruitment assay. activation, % at 8 µM. actives 0.26% (n = 200,000). AID 731; in the data active means activation above about 23%;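 further: 0% = DMSO and 100% = reference agonist; some compounds past the cut are filed as inactive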
STAT3 inh = reduces IL-6 driven STAT3 reporter signal; inhibition, % at 5.5 µM; U3A cells, IL-6 STAT3-luciferase reporter, luminescence; host cell line lacks STAT1; AID 862; actives 0.89% (n = 190,000);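 active means inhibition above the mean inhibition across all screened compounds plus 3 SD, cut at about 44% in these data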;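 further: 0% = DMSO only wells and 100% = 100 µM nifuroxazide control wells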
TLR4 MyD88 comp = TLR4-MyD88 interaction inhibition in cells | O00206+Q99836 | HeLa CL3-4 TLR4/MyD88 BLA complementation, FRET ratio | inhibition, % at 8.4 µM | actives 0.18% (n = 200,000); in the data active means inhibition above about 25%;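 further: 0% = vehicle and 100% = reference inhibitor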
Target sequence (O00206 whole entry, looked up): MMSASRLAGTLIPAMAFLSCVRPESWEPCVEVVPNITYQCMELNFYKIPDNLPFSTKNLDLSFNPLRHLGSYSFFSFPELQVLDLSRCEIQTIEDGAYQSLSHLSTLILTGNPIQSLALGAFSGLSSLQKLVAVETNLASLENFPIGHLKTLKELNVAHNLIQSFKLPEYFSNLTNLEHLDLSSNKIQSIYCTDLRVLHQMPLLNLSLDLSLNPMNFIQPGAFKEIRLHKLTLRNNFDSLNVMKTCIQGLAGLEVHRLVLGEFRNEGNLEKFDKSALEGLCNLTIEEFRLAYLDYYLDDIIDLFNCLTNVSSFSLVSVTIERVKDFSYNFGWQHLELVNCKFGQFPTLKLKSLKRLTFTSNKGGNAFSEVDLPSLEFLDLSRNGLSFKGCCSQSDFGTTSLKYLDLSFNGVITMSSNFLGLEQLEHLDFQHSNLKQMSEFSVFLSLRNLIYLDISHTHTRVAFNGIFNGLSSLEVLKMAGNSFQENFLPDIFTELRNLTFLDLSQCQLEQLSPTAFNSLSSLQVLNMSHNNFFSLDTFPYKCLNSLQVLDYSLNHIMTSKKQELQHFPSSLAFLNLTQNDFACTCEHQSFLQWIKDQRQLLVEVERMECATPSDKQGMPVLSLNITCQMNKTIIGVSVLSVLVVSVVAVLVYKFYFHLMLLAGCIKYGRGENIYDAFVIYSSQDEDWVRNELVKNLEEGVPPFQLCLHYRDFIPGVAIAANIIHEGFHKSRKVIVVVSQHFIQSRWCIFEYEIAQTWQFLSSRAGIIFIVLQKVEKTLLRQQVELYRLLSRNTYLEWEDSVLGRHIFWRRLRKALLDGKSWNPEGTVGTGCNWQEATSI
Target sequence (Q99836 whole entry, looked up): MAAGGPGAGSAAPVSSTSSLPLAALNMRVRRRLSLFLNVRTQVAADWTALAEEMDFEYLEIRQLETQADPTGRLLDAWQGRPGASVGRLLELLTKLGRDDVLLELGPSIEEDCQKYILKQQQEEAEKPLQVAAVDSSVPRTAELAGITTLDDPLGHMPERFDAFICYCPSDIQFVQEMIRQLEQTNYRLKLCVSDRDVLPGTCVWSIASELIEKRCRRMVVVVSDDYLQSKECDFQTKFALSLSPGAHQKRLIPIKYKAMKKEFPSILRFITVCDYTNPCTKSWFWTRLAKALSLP
PPARg SRC-1 ag = agonists of human PPARgamma SRC-1 coactivator recruitment; P37231; PPARgamma-SRC-1 coactivator recruitment biochemical assay; activation, % at 8 µM; actives 0.41% (n = 200,000); in the data active means activation above about 19%;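 further: 0% = DMSO and 100% = reference agonist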
S1P3 antag = S1P3 (human) receptor antagonism | actives 0.27% (n = 170,000) | CHO S1P3 NFAT-BLA reporter, FRET fluorescence, antagonist mode | Q99500 | AID 485 | inhibition, % at 4.98 µM;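 active means inhibition above the plate cutoff, the mean inhibition of test wells on that plate plus 3 SD, cut at about 28% in these data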;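 further: cells challenged with S1P at its EC80 of 0.8 µM; blue over green emission ratio from cleaved BLA substrate after 4 h stimulation; 0% = S1P-stimulated wells and 100% = unstimulated DMSO-only wells; some compounds past the cut are filed as inactive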
ROMK mod = human ROMK K+ channel modulation, primary screen. P48048. Tet-inducible ROMK, thallium flux fluorescence; actives lie on both sides. B-score at 10 µM. actives 2% (n = 130,000). AID 1918;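 active means signal ratio slope over the read window, or its plate-corrected B-score, at least 3 SD from the plate mean, either direction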;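 further: B-score of the F/F0 ratio slope over 7 to 12 s after thallium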
RAM network inh = yeast RAM network inhibition. S. cerevisiae dse1pr::URA3 reporter, 5-FOA growth OD615, 2 d; analog-sensitive cbk1-as2 kinase mutant strain. AID 868. inhibition, % at 50 µM. actives 1.8% (n = 190,000);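 active means inhibition above a set limit, 3 SD over mean compound inhibition, cut at about 8.4% in these data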;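 further: 0% = DMSO-only wells with no growth and 100% = 10 µM 1-NA-PP1 full growth; inhibition rescues growth on 5-FOA so higher OD means more RAM inhibition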
Numbers without * were called inactive; · = no result given.

SMILES | STAT1 blocker | PPARg SRC2 recr | TR-FRET SRC-2 ct | STAT3 activator | PPARg SRC-3 ag | STAT3 inh | TLR4 MyD88 comp | PPARg SRC-1 ag | S1P3 antag | ROMK mod | RAM network inh
COc1ccc(CCNC(=O)COc2ccc(S(=O)(=O)N3CCCC3)cc2)cc1 | -5.8 | 2.7 | 1597 | 106.7 | 1.2 | -4.3 | 8.5 | -9.5 | -22.6 | · | 0.4
CCC(C)(C(=O)NC1CCCC1)N(Cc1cccs1)C(=O)c1ccc2c(c1)OCO2 (stereo unspecified) | 7.2 | 4.4 | 1623 | 103.9 | 1.5 | -6.4 | -2.7 | -0.2 | 10.0 | -0.57 | 2.0
COc1ccc(S(=O)(=O)N2CCN=C2SCc2cccnc2)cc1 | 6.0 | -5.9 | 1543 | 107.3 | -1.4 | -7.2 | -4.7 | 2.9 | 10.3 | -0.12 | 0.7
N#Cc1c(N)sc(=S)c2c1CCCCC2 | 3.9 | 11.4 | 1696 | 105.5 | 4.1 | -1.6 | -1.4 | 3.5 | · | -0.962 | 0.2
CCOc1cc(C(=O)Nc2ccccc2N2CCOCC2)ccc1OCC(=O)N1CCCCC1 | 6.8 | 14.2 | 1592 | 95.2 | -2.1 | 5.8 | -5.0 | 0.0 | 7.5 | -0.415 | -0.2
COC(=O)Nc1ncc(CN2CCC(c3ccccc3)CC2)s1 | 2.2 | 0.3 | 1557 | 105.5 | 4.8 | -1.9 | 11.1 | 2.2 | · | · | 1.5
O=C1CC(c2ccccc2)CC(O)=C1C=NCCN1CCN(C(=O)Nc2ccccc2)CC1 (stereo unspecified) | 0.5 | -1.0 | 1686 | 97.5 | 2.6 | 7.0 | 1.2 | 2.0 | 8.4 | 0.027 | 0.9
CCN(CC)S(=O)(=O)c1ccc(S(=O)(=O)N(CC(=O)Nc2ccccc2)CC2CCCO2)cc1 (stereo unspecified) | -0.6 | -4.3 | 1377 | 109.2 | -1.2 | -10.1 | 6.2 | -6.6 | · | -1.66 | ·
CN(C)C(=O)Cn1cnc2c(cnn2-c2ccccc2Cl)c1=O | -3.5 | -3.4 | 1519 | 106.0 | 7.3 | -1.8 | -8.8 | -1.7 | -5.5 | · | 0.6
CC(=O)NCCOc1nc(N(C)C)nc(N2CCCCC2)n1 | -3.2 | 3.0 | 1517 | 102.6 | 0.1 | 4.2 | 4.5 | -2.1 | -8.6 | 0.0393 | 1.5
O=C(CSc1nccn1-c1cccc(Cl)c1)Nc1ccc2c(c1)OCCO2 | -4.2 | 8.8 | 1641 | 100.6 | 4.2 | 4.1 | 1.1 | -3.7 | 6.1 | · | 0.3
COc1ccc(C)cc1NC(=O)NCc1ccc(F)cc1 | -6.0 | 9.4 | 1550 | 100.4 | 2.1 | 8.8 | -3.3 | -2.2 | -0.8 | 0.00419 | 1.3
Nc1nc(C23CC4CCC(CC(C4)C2)C3)cs1 | -1.7 | -2.1 | 1591 | 91.1 | 3.1 | 13.6 | -7.4 | 8.8 | -4.5 | -0.273 | 2.0
O=C(NCCc1ccccc1)C1CCN(C(=O)c2sccc2-n2cccc2)CC1 | -0.4 | -1.7 | 1619 | 97.7 | 1.4 | 3.0 | 5.7 | 1.9 | -24.6 | · | 2.2
COc1ccc(OC)c(S(=O)(=O)N(C)CC(=O)Nc2ccc3c(c2)OCCO3)c1 | 13.2 | 14.4 | 1666 | 86.7 | 9.2 | 18.8 | -14.8 | 0.8 | -1.0 | · | 0.3
O=C(Nc1ccccc1F)NC1CCN(Cc2nnnn2Cc2ccc(F)cc2)CC1 | 11.1 | -3.4 | 1755 | 96.4 | 5.9 | 6.6 | 0.5 | 11.4 | -2.7 | -2.7 | -0.7
Cc1ccsc1/C=N\NC(=O)c1ccc2c(c1)OCO2 | -23.7 | -4.3 | 1599 | 94.0 | 0.5 | 9.0 | -3.0 | -8.6 | · | · | 0.6
COC(=O)c1cccc(NC(=O)c2cccc(OC)c2)c1 | -33.9 | -3.6 | 1347 | 107.9 | -2.2 | -6.8 | -18.0 | -5.6 | -17.0 | · | 2.8
CCOC(=O)c1cc2[nH]c3ccccc3c2[n+](-c2ccc([N+](=O)[O-])cc2)c1C | 5.0 | 16.1 | 1699 | 99.9 | 4.5 | -2.4 | -12.0 | 4.7 | -6.7 | -0.495 | 1.1
Cc1nn(Cc2c(Cl)cccc2Cl)c(C)c1NC(=O)c1cc(C(C)C)on1 | -11.4 | 1.6 | 1391 | 120.7 | 15.1 | -19.4 | -9.5 | 3.0 | -2.2 | · | 4.5
O=C1C(=O)N(c2cccc(Cl)c2)C(c2ccccc2[N+](=O)[O-])/C1=C(\O)c1ccccc1 (stereo unspecified) | -2.0 | 14.7 | 1473 | 107.9 | 9.1 | -4.7 | 1.2 | -2.1 | · | · | 4.1
O=C1C[C@@H](c2ccc(O)cc2)Oc2cc(O)cc(O)c21 | 6.1 | 3.3 | 1550 | 100.7 | -0.3 | -3.7 | -1.3 | -1.4 | -13.0 | 0.363 | 0.5
CCCNS(=O)(=O)c1ccc(OCC(=O)N2CCOCC2)cc1 | 0.1 | 16.2 | 1557 | 100.4 | -9.1 | 0.6 | -9.8 | 9.8 | · | · | 0.6
O=C(NC1CCCCC1)c1nc2c(nnn2Cc2ccccc2Cl)c(=O)[nH]1 | -9.8 | -7.2 | 1255 | 112.2 | -17.6 | -10.4 | -1.2 | -11.2 | -2.3 | 0.697 | 1.9
COc1ccc(NCc2nnc(SCC(=O)NNC(=O)c3ccc(C)cc3)n2C)cc1 | -4.6 | -8.9 | 1660 | 103.0 | 5.4 | 2.3 | 4.1 | 3.0 | 12.1 | 0.324 | 3.3
O=C(NCc1nc(-c2ccccc2)cs1)c1ccccc1 | -6.3 | 0.8 | 1537 | 87.8 | 4.7 | 18.1 | -2.9 | 9.8 | -13.9 | -1.99 | 0.1
CSc1nc(C)cc(Oc2ccc(=O)[nH]n2)n1 | 2.9 | 9.8 | 1604 | 96.3 | 1.1 | 8.4 | 6.1 | 13.1 | -7.0 | -0.505 | -0.6
O=C(CSc1nc2c(cnn2-c2ccc(F)cc2)c(=O)[nH]1)N1CCOCC1 | 1.5 | 4.0 | 1447 | 100.8 | 5.8 | 1.9 | 3.9 | 5.4 | · | 0.198 | 1.5
CN(C)S(=O)(=O)c1cccc(NC(=O)COC(=O)c2cc(-c3cccc(Br)c3)nc3ccccc23)c1 | 11.9 | 8.2 | 2575* | 100.6 | 25.5* | -0.6 | -0.1 | 4.3 | 1.4 | 0.0528 | 6.5
O=C(Cc1cccc2ccccc12)NN1C(=O)CSC1=S | 3.9 | 10.7 | 1472 | 99.3 | -0.2 | 0.6 | 3.1 | 5.1 | 5.9 | -1.09 | 3.6
Cn1nc(CC(=O)Nc2ccc(N3CCN(C(=O)OC(C)(C)C)CC3)cc2)c2ccccc2c1=O | 24.6 | 6.0 | 1519 | 37.0 | 7.3 | 79.6* | -15.3 | 1.1 | 26.2 | · | 4.2
COc1ccc(CCN=C2SCC(=O)N2Cc2ccccc2)cc1OC | 8.0 | -7.9 | 1229 | 96.7 | 2.8 | 7.5 | 7.7 | -0.6 | -1.7 | 2.26 | 0.2
CCOC(=O)c1c(NC(=O)CN2CCN(C)CC2)sc(C(=O)Nc2ccccc2)c1C | -19.8 | 8.1 | 1728 | 104.0 | -0.9 | 0.1 | 4.2 | 10.4 | -5.8 | -2.19 | 1.0
COc1ccccc1-c1coc2c(CN3CCN(CCO)CC3)c(O)ccc2c1=O | 2.5 | 9.3 | 1544 | 105.9 | 1.4 | -2.4 | 0.0 | 5.8 | -11.5 | · | ·
Cc1nn(Cc2ccccc2Cl)c2sc(C(=O)NCc3ccc4c(c3)OCO4)cc12 | 0.2 | -0.5 | 1557 | 105.1 | -0.2 | -0.1 | 1.8 | 0.5 | · | 1.23 | 7.1
CCOC(=O)c1cc2c(C)[nH]c(C)c2cc(C(=O)OCC)c1=O | -4.9 | -0.5 | 1628 | 104.2 | 2.1 | -0.2 | 9.6 | 14.5 | -16.4 | · | 1.6
COc1ccc(C2CCCN2C(=S)Nc2ccc(C)cc2C)cc1OC (stereo unspecified) | 14.6 | 19.9 | 1682 | 91.9 | 1.2 | 13.5 | 8.5 | 11.8 | -25.4 | 0.916 | 3.1
Cn1c2c(c(=O)n(C)c1=O)C(c1ccc(Br)cc1)Nc1ccccc1O2 (stereo unspecified) | 2.1 | -2.0 | 1437 | 116.7 | -6.3 | -13.9 | -4.4 | -0.7 | -16.1 | · | -0.9
Cc1ccc(C)c(NC(=O)CCn2cnnn2)c1 | -6.5 | 7.7 | 1668 | 106.3 | 5.2 | -5.1 | -7.5 | -0.7 | 3.6 | 0.526 | 0.7
Cn1c(=O)n(C)c2cc(C(=O)O)ccc21 | 8.9 | 5.3 | 1464 | 99.9 | 5.6 | -1.4 | -13.2 | 5.8 | · | 0.34 | -0.8
COc1cccc(N2CC(=O)N(NC(=O)CSc3nc(C)cc(C)c3C#N)CC2=O)c1 | 9.8 | 11.1 | 1539 | 89.2 | 5.6 | 16.6 | 10.8 | 12.5 | 1.4 | 0.0552 | 7.0
C/C(CCc1ccccc1)=N\NC(=O)COc1ccccc1C | -1.7 | 1.7 | 1551 | 107.9 | 1.9 | 0.9 | -9.1 | -1.3 | -2.9 | -0.669 | 0.0
O=C(N/N=C/c1cn(-c2ccccc2)nc1-c1ccc2c(c1)OCCO2)c1ccncc1 | -53.2 | 7.1 | 1385 | 100.8 | -4.8 | 0.6 | 11.3 | -4.4 | -27.9 | -0.328 | 2.2
O=C(CSc1nnc2scc(-c3ccccc3)n12)Nc1nsc(-c2ccc(Cl)cc2)n1 | 2.8 | 2.4 | 1594 | 82.3 | -8.0 | 23.6 | -15.1 | 7.0 | -15.8 | -0.718 | ·
COc1cccc(N(C(=O)CNC(=O)c2ccco2)C(C(=O)NC2CCCCC2)c2ccncc2)c1 (stereo unspecified) | 1.8 | 6.2 | 1571 | 99.8 | 7.6 | 7.8 | -4.5 | -2.3 | -6.0 | 0.123 | 2.0
COc1cc(NC(=O)c2cc(OC)c(OC)c(OC)c2)c(OC)cc1NC(=O)CN1CCCCC1 | 2.8 | 13.4 | 1448 | 93.3 | -2.1 | 10.1 | 3.7 | 4.5 | -20.0 | · | 0.6

Screening results (PubChem BioAssay)
